# AmpC inh detg: qHTS Inhibitors of AmpC Beta-Lactamase (assay with detergent) | AID 485294, 2010 | actives 0.041% (n = 370,000) | Potency, µM (series often up to 114 µM), for inactives: top-dose activity change, negative = inhibition, hits mostly inhibitors | P00811 | AmpC hydrolysis of nitrocefin, absorbance 480 nm, 0.01% Triton;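 note: potency is the fitted concentration of half-maximal effect; 0% = no-compound wells and -100% = no-enzyme wells; nearly all actives have a fitted effect of over 25% in size; some results filed as inactive show a strong effect at the top dose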
# Target sequence (P00811 whole entry, looked up): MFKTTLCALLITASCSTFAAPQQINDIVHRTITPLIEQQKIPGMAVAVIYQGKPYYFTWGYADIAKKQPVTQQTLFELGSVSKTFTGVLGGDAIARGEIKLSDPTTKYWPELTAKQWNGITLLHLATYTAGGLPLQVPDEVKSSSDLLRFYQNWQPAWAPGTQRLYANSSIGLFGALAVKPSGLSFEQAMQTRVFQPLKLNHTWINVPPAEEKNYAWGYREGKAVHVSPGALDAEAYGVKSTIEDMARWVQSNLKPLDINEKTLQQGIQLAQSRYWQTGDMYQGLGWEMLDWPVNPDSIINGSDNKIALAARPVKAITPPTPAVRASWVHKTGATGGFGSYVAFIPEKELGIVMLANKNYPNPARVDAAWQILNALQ
#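 20 mM phosphate pH 7.0 + 0.01% (detergent screen) or 0.0001% Triton X-100; 5.3 nM AmpC reagent; cpd preinc 15 min RT; nitrocefin (800 uM stock) to start; A480 q20 s × 4 min; Activity was normalised to no-enzyme and no-compound control wells.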
# Sm TGR block: qHTS Assay for the Inhibitors of Schistosoma Mansoni Peroxiredoxins | purified TGR, DTNB reduction, TNB absorbance 405 nm | actives 3% (n = 360,000) | Potency, µM (titrated, usually from 114 µM), without a hit: at the highest dose activity change, negative = inhibition, actives largely listed as inhibitors | Schistosoma mansoni thioredoxin glutathione reductase (TGR), Q962Y6; note: potency is the fitted concentration of half-maximal effect; nearly all actives have a fitted effect of over 60% in size
#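 First, TGR (20 nM dispensed) and NADPH were mixed with compound. Second, a 15 min room-temperature incubation followed. Third, further NADPH and then DTNB were added to start the reaction. Finally, TNB absorbance was monitored kinetically.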
# HCV inhibitor: qHTS Assay for Inhibitors of Hepatitis C Virus (HCV) | Huh7.5.1 HCVcc-Cre infection, luciferase reporter, 44 h | Potency, µM (doses to about 41.8 µM), for the others: at the highest dose activity change, negative = inhibition, hits mostly inhibitors | actives 3.4% (n = 340,000) | AID 651820, 2012; note: potency is the fitted concentration of half-maximal effect
#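 Whole-lifecycle infectious HCVcc-Cre system; cells 1,000/well, compound then virus (~0.5 moi) added 4 h after plating, 44 h culture. Luciferase read 15 sec following 15 min substrate incubation, room temp.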
# HCMV antiviral: qHTS Assay for inhibitors of the human cytomegalovirus (HCMV); activity change, negative = inhibition, % at 57.5 µM; AID 1259415, 2018; HFF cells, HCMV-luciferase reporter, 72 h; hits give low values; actives 4.5% (n = 410,000); in the data active = activity change below about -60%; inconclusive = no clear call, values can overlap the other calls; inactive = above about -39%
#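 Steps: HFFs plated, 16 h 37C; compounds added; HCMV-luciferase added to MOI 1 PFU/cell; 72 h 37C; OneGlo reagent, 5 min room temperature; luminescence read, normalized to controls.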
# Giardia FBPA inh: qHTS Assay for Inhibitors of Fructose-1,6-bisphosphate Aldolase from Giardia Lamblia; A8B2U2; purified Giardia FBPA; Potency, µM (series often up to 59.6 µM), for the others: at the highest dose activity, negative = inhibition, most hits filed as inhibitors; actives 0.71% (n = 290,000); AID 2451, 2010; note: potency is the fitted concentration of half-maximal effect; nearly all actives have a fitted effect of over 55% in size
# Target sequence (A8B2U2 whole entry, looked up): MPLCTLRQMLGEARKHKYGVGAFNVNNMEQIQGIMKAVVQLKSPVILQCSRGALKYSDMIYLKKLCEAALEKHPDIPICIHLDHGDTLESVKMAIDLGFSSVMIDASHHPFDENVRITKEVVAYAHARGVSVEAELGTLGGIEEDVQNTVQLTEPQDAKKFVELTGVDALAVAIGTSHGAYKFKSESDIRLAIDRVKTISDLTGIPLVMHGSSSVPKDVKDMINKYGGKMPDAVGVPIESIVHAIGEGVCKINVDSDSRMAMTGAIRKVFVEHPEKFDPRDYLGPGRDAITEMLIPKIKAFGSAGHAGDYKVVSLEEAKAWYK
#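 Giardia FBPA (40 nM reagent) was preincubated 10 min at RT with compound (up to 57.5 uM final), then substrate plus GAPDH/TPI/NAD/arsenate coupling system with diaphorase/resazurin was added; resorufin fluorescence (525/598 nm) was read after 20 min.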
# AmpC inh no detg: qHTS Inhibitors of AmpC Beta-Lactamase (assay without detergent). P00811. AmpC nitrocefin hydrolysis, absorbance 480 nm, 0.0001% Triton. Potency, µM (doses to about 57.1 µM), inactives show top-dose activity change, negative = inhibition, hits mostly inhibitors. actives 0.52% (n = 330,000);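 note: potency is the fitted concentration of half-maximal effect; plate controls were no compound for no effect and no enzyme for full effect; nearly all actives have a fitted effect of over 20% in size; some results filed as inactive show a strong effect at the top dose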
#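 AmpC (5.3 nM in the dispensed reagent) in 20 mM phosphate pH 7.0 with 0.01% (detergent screen) or 0.0001% Triton X-100 was preincubated with compounds for 15 min at room temperature. Nitrocefin was then added from an 800 uM solution, and hydrolysis was followed at 480 nm.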
# An asterisk follows results filed as active; ? = inconclusive; . = no result given; & = joins results of further samples; [ ] = another dose, or the depositor's remark. Unless noted, calls come from the whole dose curve; as a rule, active = well fitted curve in the direction sought with a large enough effect; inconclusive = small, poorly fitted or top-dose-only effect, or another doubt; inactive = no such curve, though single readings can be large; an effect the other way counts as inactive or inconclusive. Unless noted, % is set by controls: 0 for no effect and ±100 for the full control effect.
structure	AmpC inh detg	Sm TGR block	HCV inhibitor	HCMV antiviral	Giardia FBPA inh	AmpC inh no detg
Cn1c(N)c(C(=O)COC(=O)/C=C/c2ccc(Cl)cc2)c(=O)n(C)c1=O	-3%	-6%	-30%	-30	.	87%[activator]
CCOC(=O)N1CCN(S(=O)(=O)c2ccc3c(c2)CC(C)N3C(=O)C2CC2)CC1 (configuration not stated)	2%	0%	-15%	-6	13%	94%[activator]
CCCCCNC(=O)CSC1=N/C(=C\c2ccc(Cl)c(Cl)c2)C(=O)N1CC	?	-21%	12%	?	4%	-13%
NS(=O)(=O)c1ccc(-c2cccc(/C=C3\SC(=O)NC3=O)c2)cc1	-8%	-32%	7%	?	?	-34%
Cc1cccc(C)c1NC(=O)NC1(C(=O)N2CCN3CCCC3C2)CCCCC1 (configuration not stated)	1%	-3%	7%	-28	-13%	-3%
Cc1[nH]nc2c1C1(CCN(C(=O)OCc3ccccc3)CC1)C(C#N)=C(N)O2	?	-1%	5%&1%	26	1%	-42%
CC1CN(Cc2c(O)ccc3c(=O)c(-c4ccccc4)coc23)CC(C)O1 (configuration not stated)	-2%	1%	-1%	?	0%	27%
COc1ccc(-c2csc(Nc3cccnc3)n2)cc1	11%	5%	10µM*	14	-9%	.
O=C(N/N=C1\CC(c2ccccc2)Oc2ccccc21)c1ccccn1 (configuration not stated)	-3%	8%	13%	-15	0%	-39%
O=C(Nc1ccc(N2CCCCCC2)cc1)c1ccccc1Cl	2%	1%	?	58	-6%	-38%
O=C(Nc1ccc(F)cc1)c1ccc2c(c1)NC(=O)c1ccccc1S2	8%	?	.	?	.	.
CCCc1nc2nc(C)c(NS(=O)(=O)c3ccc([N+](=O)[O-])cc3)c(=O)n2[nH]1	-3%	-6%	-8%	-34	-22%	-5%
COc1cccc(-c2nnc(SCCC(=O)O)n2C)c1	?	2%	-3%	29	8%	-19%
Cc1cc(C(=O)NNC(=O)c2ccc(F)cc2)c(C)s1	.	.	8%	38	.	-25%
Cc1ccc2c(CN3CCN(S(=O)(=O)c4ccc(Cl)cc4)CC3)cc(=O)oc2c1C	-1%	-3%	?	-35	.	-4%
CCOC(=O)c1noc2ncn(CC(=O)Nc3ccc(C)c(F)c3)c(=O)c12	20%	4%	.	-9	.	.
COc1ccccc1OCCc1nnc(N)s1	1%	1%	6%	30	3%	-6%
O=C(CSc1ccc(Cl)cc1Cl)N1CCC(c2nc3ccccc3s2)CC1	-9%	23%	?	16	1%	61%[activator]
COc1ccc(/C=N/NC(=O)c2nn(-c3ccccc3)c(=O)c3c(N)scc23)cc1	1%	-16%	-20%	13	2.5µM*	-42%
Cc1ccc(C(=O)NCC(=O)OCC(=O)NC(C)c2ccccc2)s1 (configuration not stated)	-6%	-1%	19%	14	0%	-17%
NC(=O)c1cc(-c2ccccc2)nc(N2CCCCCC2)n1	-9%	-3%	2%	-13	-1%	-20%
Cc1cccc(CSc2ncnc3nc[nH]c23)c1	?	5%	4%	-4	-28%	-8%
CCOC(=O)c1oc2cc(C)cc(O)c2c(=O)c1-c1csc(C)n1	-6%	2%	3%	22	7%	-6%
CCc1ccc(C(=O)NC(C(=O)NCC2CCCO2)C(C)C)cc1 (configuration not stated)	-4%	.	-3%	29	0%	-10%
COc1cc(C2CC(=O)N(CC(=O)NCC3CCCO3)c3ccccc3S2)cc(OC)c1OC (configuration not stated)	2%	4%	0%	11	7%	118%[activator]
Cc1cc(C(F)F)nn1CC(=O)NC1CCCC1	-1%	6%	-4%	12	0%	-12%
COc1ccccc1C/C(N)=N/OC(=O)COc1ccc(C)cc1	-6%	-13%	-10%	-6	-5%	-33%
O=C(O)COc1ccc(Br)cc1CP(=O)(c1ccccc1)c1ccccc1	2%	0%	-6%	16	16%	-25%
COc1ccc(S(=O)(=O)N2CCCCCC2)cc1C(=O)N1CCN(c2ccccc2C)CC1	0%	-4%	?	7	.	135%[activator]
Cc1cc2ccccn2c1C(=O)c1ccc(S(=O)(=O)N(C)C)cc1	3%	13%	?	-66*	2%	2%
Cc1sc2nc(CSC(C)C(=O)N3CCOCC3)[nH]c(=O)c2c1C (configuration not stated)	0%	11%	2%	16	?	-13%
Cc1ccc(S(=O)(=O)N2CCCCC2CCNC(=O)C(=O)NCc2ccncc2)cc1 (configuration not stated)	-5%	-2%	-16%	-14	.	66%[activator]
O=C(NCc1ccccc1F)C(=O)NCC(c1ccc2c(c1)OCO2)N1CCOCC1 (configuration not stated)	0%	-6%	.	-1	.	.
Fc1ccc(CNc2ncnc3cc(Cl)ccc23)cc1	3%	-5%	10µM*	?	7%	42%
O=C(CSc1nccn1-c1cccc(F)c1)NC1CCCC1	.	.	-6%	1	.	0%
O=S(=O)(Nc1nc2ccccc2[nH]1)c1ccccc1	-3%	4%	11%	-35	-8%	-3%

# Arranged by heavy-atom count (low to high): three of the compounds above.
structure	AmpC inh detg	Sm TGR block	HCV inhibitor	HCMV antiviral	Giardia FBPA inh	AmpC inh no detg
O=S(=O)(Nc1nc2ccccc2[nH]1)c1ccccc1	-3%	4%	11%	-35	-8%	-3%
CCOC(=O)N1CCN(S(=O)(=O)c2ccc3c(c2)CC(C)N3C(=O)C2CC2)CC1 (configuration not stated)	2%	0%	-15%	-6	13%	94%[activator]
Cc1ccc(S(=O)(=O)N2CCCCC2CCNC(=O)C(=O)NCc2ccncc2)cc1 (configuration not stated)	-5%	-2%	-16%	-14	.	66%[activator]

# Continued.
SMILES	AmpC inh detg	Sm TGR block	HCV inhibitor	HCMV antiviral	Giardia FBPA inh	AmpC inh no detg
COc1ccccc1CNC(=O)C1CCN(C(=O)[C@@H]2Cc3ccccc3CN2)CC1	-3%	1%	21%	-28	-17%	0%
COC(=O)c1cc2occc2n1Cc1cccc(C)c1	5%&-5%	?	7%	-29&0	7%	-36%
Cc1noc(C)c1C(=O)Nc1ccc(S(=O)(=O)N2CCCCC2)cc1	-9%	-7%	-25%	14	.	-20%
CCOC(=O)c1ccc(NC(=O)c2nc[nH]c2C(=O)NC2CCN(C(=O)OC(C)(C)C)CC2)cc1	5%	15%	25%	5	-4%	-19%
CCN1C(=O)[C@H]2[C@@H](c3ccc(-c4ccc5c(c4)OCO5)c(OC)c3)N[C@@](Cc3ccccc3)(C(=O)OC)[C@H]2C1=O	?	-23%	?	34	.	197%[activator]
CCOCCCn1c(=S)[nH]c2cc(C(=O)N3CCC(C(N)=O)(N4CCCCC4)CC3)ccc2c1=O	-5%	2%	16%	-34	-9%	32%
O=C(CCn1c(=S)oc2ccccc21)N1CCN(c2ccc(F)cc2)CC1	0%	-8%	-6%	-29	4%	47%
COc1ccc(Oc2c(Cl)cnn(-c3ccc(C)cc3)c2=O)cc1	5%	6%	?	13	3%	-18%
CCC(Oc1cc(Cl)ccc1Cl)C(=O)NN1C(=O)C2C3CCC(C3=C(C)C)C2C1=O (configuration not stated)	-8%	-27%	1%	?	-1%	-23%
Cc1nn2c(=S)[nH]nc2[nH]c1=O	-10%	-3%	21%	-38	11µM*	-14%
Cc1cccc(C)c1NC(=O)COc1ccc2c(C)c(Cc3ccccc3)c(=O)oc2c1C	?	-18%	-8%	-2	3%	-14%
CC(=O)C1=C(c2cccc([N+](=O)[O-])c2)N(C(C)=O)n2c(nnc2-c2ccc(C)cc2)S1	4%	2%	.	-38	.	.
Cc1ccc(C(=O)Nc2cccc(C(F)(F)F)c2)cc1NC(=O)c1nccnc1N	-4%	2%	-3%	?	5%	-8%
Cc1ccc(N(CC(=O)NCc2ccco2)C(=O)CNS(=O)(=O)c2ccccc2)c(C)c1	4%	-19%	25%	17	-2%	10%
Cc1nn2c(=O)cc(COC(=O)c3ccc(NC(=O)C4CCCCC4)cc3)nc2s1	-7%	-2%	.	-65*	.	.
COc1cc(C(=O)Nc2cc(S(C)(=O)=O)ccc2Cl)ccc1OCC(=O)N1CCOCC1	3%	-3%	11%	-3	.	-12%
Cc1ccc(NC2c3ncccc3C(=O)N2Cc2cccs2)cc1 (configuration not stated)	-3%	10%	4%	-22	?	3%
O=C(CCCn1ccc2cc(S(=O)(=O)N3CCCC3)ccc21)NCc1ccc(Cl)cc1	?	6%	.	-87*	.	.
O=C1CNC(=S)N1C1CCCCCC1	-4%	-10%	9%	-2	-6%	-10%
O=C(N/N=C/c1ccoc1)c1ccccc1O	1%	-26%	8%	61	.	-27%
Cc1ccc(N=Nc2c(O)c3ccccc3[nH]c2=O)c(S(=O)(=O)N(C)C)c1	-1%	0%	.	.	-19%	-22%
COc1ccc(CCNC(=O)CCCNC(=O)Cn2cnc3sc(C)c(C)c3c2=O)cc1OC	?	14%	-8%	?	3%	94%[activator]
COC(=O)c1ccccc1S(=O)(=O)N1CCC(C(=O)N2CCC2)CC1	5%	?	4%	-17	.	19%
CCOC(=O)c1c(-c2ccccc2Cl)cn2ccccc12	5%	4%	?	?	-12%	-29%
Cc1c(/C=N/NC(=O)c2ccc(O)cc2)c2ccccn2c1C(=O)c1ccc(F)cc1	-15%	7%	?	56	0%	-56%
COc1ccc(NC(=S)NCCCN2CCCC2)cc1Cl	2%	-10%	7%	?	8.9µM*	-21%

# A different layout for part of the listing above:
COc1ccccc1CNC(=O)C1CCN(C(=O)[C@@H]2Cc3ccccc3CN2)CC1
  AmpC inh detg: -3%
  Sm TGR block: 1%
  HCV inhibitor: 21%
  HCMV antiviral: -28
  Giardia FBPA inh: -17%
  AmpC inh no detg: 0%
COC(=O)c1cc2occc2n1Cc1cccc(C)c1
  AmpC inh detg: 5%&-5%
  Sm TGR block: ?
  HCV inhibitor: 7%
  HCMV antiviral: -29&0
  Giardia FBPA inh: 7%
  AmpC inh no detg: -36%

# Individual results from above.
# Under Giardia FBPA inh, CCOC(=O)c1c(-c2ccccc2Cl)cn2ccccc12 reads -12%
# Under Sm TGR block, Cc1nn2c(=O)cc(COC(=O)c3ccc(NC(=O)C4CCCCC4)cc3)nc2s1 reads -2%
# Under AmpC inh detg, COC(=O)c1ccccc1S(=O)(=O)N1CCC(C(=O)N2CCC2)CC1 reads 5%
# Under Giardia FBPA inh, COc1ccc(NC(=S)NCCCN2CCCC2)cc1Cl reads 8.9µM*
# Under Sm TGR block, COc1cc(C(=O)Nc2cc(S(C)(=O)=O)ccc2Cl)ccc1OCC(=O)N1CCOCC1 reads -3%

# High-throughput results (PubChem BioAssay)

# This is a random part of the collection; any-hit rate near 9.9%.
